From PubChem BioAssay
ABCB6 inh MLPCN: human ABCB6 transporter inhibition; 0.19% of 360,000 active; K562-ABCB6 porphyrin accumulation, flow cytometry, 1 h; stronger effect = lower value; fluorescence ratio to DMSO, % at 10 µM; Q9NP58;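 active means fluorescence ratio to DMSO below 75%, the collection mean minus 3 SD; inconclusive means too few cells collected in the well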;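 further: signal is porphyrin accumulated inside mitochondria; 100% equals median channel fluorescence of DMSO control wells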
Target sequence (Q9NP58 whole entry, looked up): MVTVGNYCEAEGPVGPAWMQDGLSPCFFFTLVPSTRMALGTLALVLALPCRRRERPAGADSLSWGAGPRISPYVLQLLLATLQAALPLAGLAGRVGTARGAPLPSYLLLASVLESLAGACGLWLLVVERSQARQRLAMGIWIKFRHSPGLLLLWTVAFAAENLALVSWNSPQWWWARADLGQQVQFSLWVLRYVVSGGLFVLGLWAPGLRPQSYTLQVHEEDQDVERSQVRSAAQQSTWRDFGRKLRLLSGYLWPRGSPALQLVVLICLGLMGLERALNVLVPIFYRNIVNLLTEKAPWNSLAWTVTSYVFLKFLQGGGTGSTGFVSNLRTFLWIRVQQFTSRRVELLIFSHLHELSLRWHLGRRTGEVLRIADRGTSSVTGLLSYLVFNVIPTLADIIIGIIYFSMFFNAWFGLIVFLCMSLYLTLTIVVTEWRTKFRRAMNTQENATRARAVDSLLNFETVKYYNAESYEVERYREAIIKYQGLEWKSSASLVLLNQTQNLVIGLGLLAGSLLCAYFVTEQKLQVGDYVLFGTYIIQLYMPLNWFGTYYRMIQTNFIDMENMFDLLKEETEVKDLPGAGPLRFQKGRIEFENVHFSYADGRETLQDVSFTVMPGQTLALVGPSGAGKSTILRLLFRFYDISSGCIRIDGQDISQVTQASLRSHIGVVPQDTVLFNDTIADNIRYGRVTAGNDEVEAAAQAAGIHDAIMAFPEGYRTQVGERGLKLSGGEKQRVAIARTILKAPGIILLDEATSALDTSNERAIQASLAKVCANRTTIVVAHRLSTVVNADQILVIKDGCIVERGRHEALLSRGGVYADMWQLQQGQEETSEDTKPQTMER
aDG glyco up: alpha-DG glycosylation activation. Pro5-aDG cells, alpha-DG glycosylation AlphaScreen (IIH6); 0% Pro5, 100% B10-LARGE cell signal. activation, % at 10 µM. 0.22% of 360,000 active;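 active means activation of at least 8% versus controls, or a plate z-score of at least 8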;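 further: Pro5 are CHO cells carrying HIG-tagged alpha-DG that lacks glycosylation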
CaV13 ICDI inh: Disruptors of the CACNA1D IQ motif to Ca2+-dependent inactivation inhibitor domain association, primary screening, Förster resonance energy transfer in intact living …; HEK cells, CFP/YFP FRET ICDI-IQ, plate reader, 10 min; percent FRET-ratio fall versus neutral wells; inhibition, % at 12.3 µM; 0.098% of 340,000 active;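 active means mean replicate inhibition of at least 30% and at least 1% of replicates passing that level; inconclusive means only one of the two criteria is met; inactive means neither criterion is met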;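 further: 0% = median of the neutral control wells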
Vif imaging: HIV Vif inhibition. 0.35% of 340,000 active. HEK293T cells, Vif self-association by quenched fluorescence, imaging, 24 h. inhibition, % at 7.49 µM. AID 602346; in the data active means inhibition above about 50%, passing the limit was not always enough; inconclusive means no clear call, values can overlap the other calls; inactive means below about 31%; further: some results filed as inactive read as strong as hits
HTR2A ag: mouse HTR2A agonism via beta-arrestin recruitment | P35363 | CHO-K1 mHTR2A beta-arrestin complementation, luminescence; percent of 30 µM serotonin response | activation, % at 7.6 µM | 0.66% of 360,000 active | AID 624169;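 active means activation above a run cutoff, the mean activation of all tested compounds plus 3 SD, cut at about 14% in these data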;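 further: 0% = plate median of compound wells and 100% = 30 µM serotonin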
PDI inh: blocks human protein disulfide isomerase activity | PDI insulin aggregation turbidity, A650, 90 min | inhibition, % at 10 µM | 0.052% of 350,000 active | AID 588391;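 active means mean inhibition across replicates of 30% or more, whatever share of single replicates reach that level; inconclusive means mean inhibition below 30% while every single replicate reaches 30%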;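 further: absorbance from insulin aggregation driven by PDI reduction with DTT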
Granule exo inh: blocks lytic granule exocytosis. 0.66% of 360,000 active. TALL-104 LAMP-1 surface exposure, flow cytometry; cells stimulated with thapsigargin and PMA. inhibition, % at 10 µM;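 active means inhibition above about 55%, limit read from the data; inconclusive means no clear call, values can overlap the other calls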
hiPSC survival: hiPSC single-cell survival enhancement. AID 602274. 0.044% of 360,000 active. survival enhancement, % at 20 µM. ATPlite luminescence; 100% = ROCK inhibitor wells, 0% = DMSO; in the data active means survival enhancement above about 18%;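 further: cells exposed to compounds for 16 hours before the ATP read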
Cardio protect: modulators protecting cardiomyocytes from myocardial damage | 0.63% of 360,000 active | H9c2 cardiomyocytes, H2O2 injury protection, ATPLite, 2 h | protection from H2O2 cell death, % at 20 µM;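 active means compounds giving at least 50% protection of heart cells from peroxide-induced death in the single-dose screen, raw or plate-pattern-corrected value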;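 further: 0% = DMSO wells with peroxide and 100% = DMSO wells without peroxide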
N-glyco inh: N-linked glycosylation inhibition; D54 ERlucT glycosylation luciferase reporter, 24 h; percent of 100 nM tunicamycin response; AID 588692; 0.23% of 360,000 active; reporter increase, % at 12.5 µM;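 active means mean luciferase reporter signal, scaled so untreated is 0 and the glycosylation-blocking control 100, at or above a set limit in every replicate; inconclusive means mean reaches the limit but not every replicate does; inactive means mean below the limit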;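 further: luciferase carries N-glycosylation sites so blocking glycosylation raises the light; 0% = median of neutral control wells and 100% = median of 100 nM tunicamycin wells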
An asterisk follows results filed as active. This is a random part of the collection, and some 3.1% of all compounds hit somewhere here.

Start of the data: the first 3 entries as a preview:
What do the screens show for `COc1ccc(N(CC(=O)NCc2ccc3c(c2)OCO3)S(=O)(=O)c2ccccc2[N+](=O)[O-])c(OC)c1`?
ABCB6 inh MLPCN: 92; aDG glyco up: 0.1; CaV13 ICDI inh: -5; Vif imaging: -4; HTR2A ag: -6; PDI inh: 7; Granule exo inh: 1; hiPSC survival: -0.4; Cardio protect: 7; N-glyco inh: -2

How did CCC(C)NC(=O)c1ccc(NC(=O)C2=C(C)OCCS2)cc1 (stereo not given) do in these assays?
ABCB6 inh MLPCN: 98; aDG glyco up: 0.0; CaV13 ICDI inh: -21; Vif imaging: 4; HTR2A ag: -2; PDI inh: 5; Granule exo inh: 10; hiPSC survival: 0.1; Cardio protect: 1; N-glyco inh: 0

What do the screens show for `CCCn1c(N)c(C(=O)COC(=O)CNC(=O)c2ccc(C)c(C)c2)c(=O)n(C)c1=O`?
ABCB6 inh MLPCN: 90; aDG glyco up: 0.0; CaV13 ICDI inh: -3; Vif imaging: 1; HTR2A ag: 1; PDI inh: 1; Granule exo inh: 1; hiPSC survival: 0.3; Cardio protect: -1; N-glyco inh: 1

Results (from the top)
What do the screens show for `COc1ccc(N(CC(=O)NCc2ccc3c(c2)OCO3)S(=O)(=O)c2ccccc2[N+](=O)[O-])c(OC)c1`?
ABCB6 inh MLPCN: 92; aDG glyco up: 0.1; CaV13 ICDI inh: -5; Vif imaging: -4; HTR2A ag: -6; PDI inh: 7; Granule exo inh: 1; hiPSC survival: -0.4; Cardio protect: 7; N-glyco inh: -2

How did CCC(C)NC(=O)c1ccc(NC(=O)C2=C(C)OCCS2)cc1 (stereo not given) do in these assays?
ABCB6 inh MLPCN: 98; aDG glyco up: 0.0; CaV13 ICDI inh: -21; Vif imaging: 4; HTR2A ag: -2; PDI inh: 5; Granule exo inh: 10; hiPSC survival: 0.1; Cardio protect: 1; N-glyco inh: 0

What do the screens show for `CCCn1c(N)c(C(=O)COC(=O)CNC(=O)c2ccc(C)c(C)c2)c(=O)n(C)c1=O`?
ABCB6 inh MLPCN: 90; aDG glyco up: 0.0; CaV13 ICDI inh: -3; Vif imaging: 1; HTR2A ag: 1; PDI inh: 1; Granule exo inh: 1; hiPSC survival: 0.3; Cardio protect: -1; N-glyco inh: 1

Results for COC(=O)c1ccc(-n2c(C)cc(C(=O)COC(=O)C3=COCCO3)c2C)cc1 ?
ABCB6 inh MLPCN: 91; aDG glyco up: 0.4; CaV13 ICDI inh: -9; Vif imaging: -17; HTR2A ag: 2; PDI inh: 3; Granule exo inh: -1; hiPSC survival: 0.9; Cardio protect: -2; N-glyco inh: 0

Results for O=C(C[C@H]1C/C=C\C[C@@H](NC(=O)OCC2c3ccccc3-c3ccccc32)C(=O)O[C@@H](c2ccccc2)CNC1=O)N[C@H](CO)Cc1ccccc1 ?
ABCB6 inh MLPCN: 92; aDG glyco up: 0.0; CaV13 ICDI inh: 1; Vif imaging: -1; HTR2A ag: -2; PDI inh: 21; Granule exo inh: -6; hiPSC survival: 1.9; Cardio protect: -7; N-glyco inh: 18

What do the screens show for `CN(C(=O)c1ccc2c(c1)OCCO2)c1c(N)n(Cc2ccccc2)c(=O)[nH]c1=O`?
ABCB6 inh MLPCN: 101; aDG glyco up: 0.4; CaV13 ICDI inh: -6; Vif imaging: -4; HTR2A ag: -1; PDI inh: -2; Granule exo inh: 2; hiPSC survival: 0.5; Cardio protect: 0; N-glyco inh: 2

What do the screens show for `O=C(NC(=S)N1CCN(Cc2ccc3c(c2)OCO3)CC1)c1ccc(Cl)cc1`?
ABCB6 inh MLPCN: 93; aDG glyco up: 0.1; CaV13 ICDI inh: -6; Vif imaging: 5; HTR2A ag: -1; PDI inh: -1; Granule exo inh: 9; hiPSC survival: 0.0; Cardio protect: 17; N-glyco inh: -2

Results for COCc1cc(C)[nH]c(=O)c1C(=O)NC12CC3CC(CC(C3)C1)C2 ?
ABCB6 inh MLPCN: 101; aDG glyco up: -0.2; CaV13 ICDI inh: -3; Vif imaging: 1; HTR2A ag: 4; PDI inh: 2; Granule exo inh: -2; hiPSC survival: 0.1; Cardio protect: -4; N-glyco inh: 0

What do the screens show for `O=[N+]([O-])c1ccc(S(=O)(=O)N2CCSC2c2ccco2)cc1` (stereo not given)?
ABCB6 inh MLPCN: 104; aDG glyco up: 0.1; CaV13 ICDI inh: -4; Vif imaging: 2; HTR2A ag: -3; PDI inh: -4; Granule exo inh: -1; hiPSC survival: 0.7; Cardio protect: 2; N-glyco inh: 1

How did Cc1nnc(N/N=C/c2cccc(C(F)(F)F)c2)n1N do in these assays?
ABCB6 inh MLPCN: 98; aDG glyco up: 0.2; CaV13 ICDI inh: -1; Vif imaging: -1; HTR2A ag: 8; PDI inh: 8; Granule exo inh: 6; hiPSC survival: -0.1; Cardio protect: -4; N-glyco inh: 7

Results for CCS(=O)(=O)C1=NN2C(=N)/C(=C\c3ccc(OC(=O)c4ccco4)cc3)C(=O)N=C2S1 ?
ABCB6 inh MLPCN: 100; aDG glyco up: -0.1; CaV13 ICDI inh: -1; Vif imaging: -4; HTR2A ag: 1; PDI inh: 9; Granule exo inh: 30; hiPSC survival: 0.0; Cardio protect: 12; N-glyco inh: 2

What do the screens show for `Cc1ccc(S(=O)(=O)N2CCCCC2)cc1NC(=O)CCNC(=O)c1ccccc1Cl`?
ABCB6 inh MLPCN: 100; aDG glyco up: -0.3; CaV13 ICDI inh: -5; Vif imaging: -1; HTR2A ag: 0; PDI inh: 0; Granule exo inh: -1; hiPSC survival: 0.7; Cardio protect: -3; N-glyco inh: -1

Results for CC(=O)COc1coc(CN2CCN(c3ccc(F)cc3)CC2)cc1=O ?
ABCB6 inh MLPCN: 104; aDG glyco up: -0.2; CaV13 ICDI inh: -2; Vif imaging: 6; HTR2A ag: 7; PDI inh: 16; Granule exo inh: 1; hiPSC survival: -0.4; Cardio protect: 5; N-glyco inh: 1

Results for COCCNC(=O)c1cc2nc(-c3ccc(F)cc3)cc(C(F)(F)F)n2n1 ?
ABCB6 inh MLPCN: 99; aDG glyco up: 0.0; CaV13 ICDI inh: -3; Vif imaging: 1; HTR2A ag: -3; PDI inh: 0; Granule exo inh: -1; hiPSC survival: -0.5; Cardio protect: -2; N-glyco inh: 3

Results for COCCOC(=O)C1=C(C)N(Cc2ccccc2)C(=O)NC1c1cccc(OC)c1OC (stereo not given) ?
ABCB6 inh MLPCN: 98; aDG glyco up: 4.1; CaV13 ICDI inh: -5; Vif imaging: 5; HTR2A ag: -2; PDI inh: 8; Granule exo inh: -3; hiPSC survival: -0.2; Cardio protect: 7; N-glyco inh: -2

What do the screens show for `COc1ccc([C@@H]2CC=C(C(=O)O)[C@H](c3ccccc3)N2S(=O)(=O)c2ccc(C)cc2)cc1OC`?
ABCB6 inh MLPCN: 96; aDG glyco up: 0.0; CaV13 ICDI inh: -10; HTR2A ag: -1; PDI inh: 2; Granule exo inh: -4; hiPSC survival: 1.9; Cardio protect: 3; N-glyco inh: 5

Results for CCOc1cc(N2CCOCC2)c(OCC)cc1NC(=O)c1ccc(OC)c(S(=O)(=O)N2CCOCC2)c1 ?
ABCB6 inh MLPCN: 113; aDG glyco up: 0.1; CaV13 ICDI inh: -6; Vif imaging: inconclusive; HTR2A ag: -5; PDI inh: -2; Granule exo inh: 10; hiPSC survival: -1.7; Cardio protect: -3; N-glyco inh: 1

How did O=C(Nc1ccsc1C(=O)O)c1ccccc1Cl do in these assays?
ABCB6 inh MLPCN: 93; aDG glyco up: 0.0; CaV13 ICDI inh: -7; Vif imaging: 26; HTR2A ag: 7; PDI inh: 6; Granule exo inh: -7; hiPSC survival: -0.4; Cardio protect: 0; N-glyco inh: 0

How did CCCC(=O)Nc1cc(C(F)(F)F)ccc1N1CCOCC1 do in these assays?
ABCB6 inh MLPCN: 93; aDG glyco up: -0.1; CaV13 ICDI inh: -2; Vif imaging: -5; HTR2A ag: -3; PDI inh: -3; Granule exo inh: 7; hiPSC survival: 0.1; Cardio protect: -3; N-glyco inh: 3

What do the screens show for `Cc1ccc(C)c(S(=O)(=O)Nc2nc(C)c(C(=O)Nc3ccccc3)s2)c1`?
ABCB6 inh MLPCN: 98; aDG glyco up: -0.2; CaV13 ICDI inh: -3; Vif imaging: 21; HTR2A ag: 5; PDI inh: 14; Granule exo inh: -2; hiPSC survival: 0.9; Cardio protect: 8; N-glyco inh: 3

Results for CCOC(=O)c1ccc(NC(=O)N2CC(C)OC(C)C2)cc1 (stereo not given) ?
ABCB6 inh MLPCN: 108; aDG glyco up: -0.1; CaV13 ICDI inh: -3; HTR2A ag: 0; PDI inh: 0; Granule exo inh: 1; hiPSC survival: 3.7; Cardio protect: -4; N-glyco inh: 3

What do the screens show for `CCCC(=O)Nc1nnc(SCC(=O)Nc2ccc(OCC)cc2)s1`?
ABCB6 inh MLPCN: 92; aDG glyco up: -0.3; CaV13 ICDI inh: 4; Vif imaging: 6; HTR2A ag: 4; PDI inh: 5; Granule exo inh: -4; hiPSC survival: 1.3; Cardio protect: -5; N-glyco inh: 0

Results for CC1CC(C)CN(C(=O)c2ccc3c(c2)OCCO3)C1 (stereo not given) ?
ABCB6 inh MLPCN: 102; aDG glyco up: -0.1; CaV13 ICDI inh: -1; Vif imaging: -4; HTR2A ag: 0; PDI inh: 6; Granule exo inh: -2; hiPSC survival: -0.4; Cardio protect: 2; N-glyco inh: -1

Results for COc1ccc(N=C2CCCN2CC(N)=O)cc1 ?
ABCB6 inh MLPCN: 85; aDG glyco up: -0.3; CaV13 ICDI inh: -1; Vif imaging: 27; HTR2A ag: 6; PDI inh: -2; Granule exo inh: 1; hiPSC survival: -2.4; Cardio protect: 13; N-glyco inh: 2

What do the screens show for `CC1C(=O)N(Cc2ccccc2)c2ccccc2N1C(=O)c1ccccc1` (stereo not given)?
ABCB6 inh MLPCN: 100; aDG glyco up: 0.2; CaV13 ICDI inh: -3; HTR2A ag: -4; PDI inh: -2; Granule exo inh: 12; hiPSC survival: 0.5; Cardio protect: -12; N-glyco inh: -2

What do the screens show for `Cc1nnc(NC(=O)CSc2nc(C(C)C)nc3ccccc23)s1`?
ABCB6 inh MLPCN: 97; aDG glyco up: 0.2; CaV13 ICDI inh: -8; HTR2A ag: 1; PDI inh: 12; Granule exo inh: 1; hiPSC survival: 7.5; Cardio protect: -3; N-glyco inh: 21

What do the screens show for `CN1CCN(S(=O)(=O)c2ccc(=O)[nH]c2)CC1`?
ABCB6 inh MLPCN: 100; aDG glyco up: -0.3; CaV13 ICDI inh: -9; Vif imaging: -7; HTR2A ag: 2; PDI inh: -1; Granule exo inh: 0; hiPSC survival: 3.6; Cardio protect: 1; N-glyco inh: 0

What do the screens show for `CCc1ccccc1NC(=O)Cc1cn(C)c2ccccc12`?
ABCB6 inh MLPCN: 107; aDG glyco up: 0.2; CaV13 ICDI inh: -3; Vif imaging: -20; HTR2A ag: 0; PDI inh: -12; Granule exo inh: -15; hiPSC survival: -2.0; Cardio protect: 15; N-glyco inh: 0
